From PubChem BioAssay
ATXN viability: reduces viability in counter-screen for ATXN expression inhibitors | S2 cells (HEK-293 line with an ATXN2-luciferase reporter) viability, CellTiter-Fluor protease fluorescence, 24 h | Potency, µM (titrated, usually from 56.7 µM), hits mostly cytotoxic | actives 0.49% (n = 400,000); further: potency means the concentration at half of the fitted maximal effect; nearly all actives have a fitted effect of over 40% in size
CCT chaperon mod: cytosolic chaperonin activity modulation. purified chaperonin ATPase assay, HTRF ADP detection, 30 min. activity change, % (test concentration not listed), hits read low. actives 0.3% (n = 360,000). AID 651819; in the data active means activity change below about -30%; further: on the % scale 0 is the no-effect control and ±100 the full control effect
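We incubate TRiC, 40 or 20 nM final, with library compounds at 76 uM and 10 uM ATP for 30 min at 37 °C. ADP formed is detected with Transcreener HTRF reagents after 30 min at room temperature.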
TGFb SMAD3 inh: TGF-b pathway inhibition | HepG2 CAGA-GFP TGF-b/SMAD3 reporter, GFP fluorescence, 18 h; TGF-beta stimulated, 500 pg/mL final | Potency, µM (doses to about 46.1 µM), for inactives: at the top dose activity, negative = inhibition, hits mostly inhibitors | actives 1.2% (n = 410,000); further: potency means the concentration at half of the fitted maximal effect; on the % scale 0 is the no-effect control and ±100 the full control effect; nearly all actives have a fitted effect of over 65% in size
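HEPG2 CAGA-GFP, 1000 cells/well; 2 h settle, 37 C; cpd via pin tool; TGF-b 500 pg/mL final; 18 h, 37 C; GFP imaging ex488/em500-530; %Activity normalised to -TGF-b and +DMSO controls; CRC fit, curve class.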
Nrf2 block: inhibitors of Nrf2 signaling; Potency, µM (series often up to 46 µM), for inactives: at the highest dose activity change, negative = inhibition, usual class: inhibitors; actives 2.1% (n = 360,000); AID 504444; A549 ARE-Fluc reporter, luciferase luminescence, 18-24 h; further: potency means the concentration at half of the fitted maximal effect; on the % scale 0 is the no-effect control and ±100 the full control effect; nearly all actives have a fitted effect of over 60% in size
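Reporter: ARE-Fluc in A549. Exposure: 18-24 h, 37 °C, 5% CO2, 5% FBS OPTI-MEM. Readouts: fluorescent cytotoxicity (CellTiter-Fluor), then luminescent Nrf2 signal after BugLite.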
Mm-Cpn inhibitor: blocks the Methanococcus maripaludis chaperonin Mm-Cpn; Potency, µM (top dose mostly 76.9 µM), without a hit: at the top dose activity, negative = inhibition, actives largely listed as inhibitors; AID 504842; purified Mm-Cpn ATPase, ADP Transcreener TR-FRET; actives 0.031% (n = 330,000); further: potency means the concentration at half of the fitted maximal effect; on the % scale 0 is the no-effect control and ±100 the full control effect; nearly all actives have a fitted effect of over 80% in size
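Eu-cryptate anti-ADP/ADP-d2 competition gives a ratio inversely related to ADP. Enzyme at 25 nM was pre-exposed to compound for 10 min, then given 10 uM ATP for 30 min, 37°C throughout.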
Nrf2 activator: Nrf2 pathway activation; actives 0.31% (n = 410,000); AID 624171; AREc32 ARE-luciferase reporter (MCF7-derived line), luminescence, 24 h; Potency, µM (series often up to 46.1 µM), for inactives: top-dose activation, most hits filed as activators; further: potency means the concentration at half of the fitted maximal effect; % of control where 0% means no effect; nearly all actives have a fitted effect of over 65% in size
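AREc32 cells carrying an ARE-driven firefly luciferase, 1000 cells/well in OPTI-MEM with 5% FBS, dosed after overnight attachment and incubated 24 hr at 37 deg C. Steady-Glo luminescence read after 30 min at RT.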
A549 viability: kills or reduces viability of A549 cells in Nrf2 counter-screen. A549 ARE-Fluc cells, CellTiter-Fluor viability, 18-24 h. Potency, µM (doses to about 46 µM), for the others: at the top dose activity change, negative = cytotoxicity, usual class: inhibitors. actives 0.16% (n = 390,000). AID 504648; further: potency means the concentration at half of the fitted maximal effect; on the % scale 0 is the no-effect control and ±100 the full control effect
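A549 ARE_Fluc cells in 5% FBS OPTI-MEM were exposed to compounds in concentration-response for 18-24 h at 37 deg C. Viability was read by CellTiter-Fluor fluorescence (Ex 405/Em 525) after 30 min, before the luciferase read.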
pAkt inh: blocks phosphorylation of Akt. Neuro2A IGF-stimulated pAkt S473 HTRF, 20 min; hits give low values. activity change, % for hits at 50 µM. actives 0.32% (n = 360,000). AID 651550; in the data active means activity change below about -80%; inconclusive means mostly about -51% to -80%; further: on the % scale 0 is the no-effect control and ±100 the full control effect
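Neuro2A cells in DMEM with 0.5% FBS, overnight at 37 deg C, given compound at single 50 µM final, then IGF (6 nM final) for 20 min at 37 deg C. Lysed; phospho-Akt Ser473 by HTRF after 24 h, 665/615 ratio.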
HepG2 viability: kills HepG2 cells in TGF-b inhibitor counter-screen | HepG2 CAGA-GFP viability, ATP luminescence, 18 h | Potency, µM (doses to about 46.1 µM), for the others: top-dose activity change, negative = cytotoxicity, hits mostly cytotoxic | actives 0.76% (n = 410,000); further: potency means the concentration at half of the fitted maximal effect; some results filed as inactive show a strong effect at the top dose
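HepG2 CAGA-GFP cells (1000/well, DMEM with 1% FBS) received compound, then TGF-beta at 500 pg/mL final, and were incubated 18 hours at 37 degrees C. Viability was read by CellTiter-Glo luminescence. Media-only wells were set as complete cell-killing and DMSO as no toxicity.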
* marks the source's active call; other numbers are inactive results; i = inactive; ? = inconclusive; · = not tested or not shown; [ ] = remark or other dose. Unless noted, the call rests on the fitted dose curve; in most records, active means well fitted curve in the direction sought with a large enough effect; inconclusive means small, poorly fitted or top-dose-only effect, or another doubt; inactive means no such curve, though single readings can be large; an effect the other way counts as inactive or inconclusive.

SMILES | ATXN viability | CCT chaperon mod | TGFb SMAD3 inh | Nrf2 block | Mm-Cpn inhibitor | Nrf2 activator | A549 viability | pAkt inh | HepG2 viability
C=C1CCN([C@@H](CC(C)C)C(=O)NN2CCOCC2)S(=O)(=O)c2ccccc21 | i | 0.5 | -10% | 22% | · | -0.2% | 17% | i | -12%
Cc1cc2c(cc1C)NC(=O)CC(C(F)(F)C(F)(F)C(F)(F)F)=N2 | i | 0.3 | 8% | 5% | 0% | 15% | -4% | i | -15%
COc1ccc(-c2onc(C)c2C)cc1S(=O)(=O)NCc1ccc(Br)cc1 | · | · | 0% | -29% | · | -0.8% | ? | · | -25%
COC(=O)c1sc(NC(=O)COc2ccccc2)nc1C | i | -0.7 | 30%[activator] | ? | 1% | 5.3% | -2% | i | 0%
CN(CC(=O)Nc1c(Cl)cccc1Cl)C(=O)CCc1nc2sc3c(c2c(=O)[nH]1)CCCC3 | ? | -1.3 | 0% | -12% | -10% | -0.2% | -3% | i | -1%
CC(O)[C@H]1CNC(=O)C(=O)N1CC(C)(C)C (some centres not stated) | i | -0.5 | 10% | 14% | -3% | -0.7% | -5% | i | -2%
CCOC(=O)c1ccc(-n2c(CN3CCN(CC)CC3)nc3ccc([N+](=O)[O-])cc3c2=O)cc1 | i | 1.5 | 3% | 23% | -2% | 2.2% | 13% | i | -15%
S=C1NCN(Cc2cccnc2)CN1c1cccc(Cl)c1 | i | 2.6 | -11% | -19% | 1% | -0.5% | -19% | i | -6%
CCOc1ccc(-c2cc(C(=O)NCCCN3CCN(CC)CC3)c3ccccc3n2)cc1 | ? | -2.0 | 29% | · | -7% | 4.8% | -2% | i | 20µM*
CC(C)(C)CN1C(N)=NC[C@@H]1Cc1ccccc1 | i | -0.3 | -13% | 5% | · | -1.2% | 9% | i | -10%
CCN(CC)C(=O)c1cc2c(=O)c3cc(Cl)ccc3oc2nc1C | i | -0.4 | -1% | 2% | 1% | 2.8% | 6% | i | -1%
CC(C)CN(C(=O)C(C)N1C(=O)c2ccccc2C1=O)c1c(N)n(Cc2ccccc2)c(=O)[nH]c1=O (configuration not stated) | i | -23 | 1% | 1% | 0% | -0.6% | -14% | i | -2%
COc1cc(NC(=O)CSc2nc(=O)n(CCN3CCOCC3)c3c2CCCC3)cc(OC)c1 | i | -1.0 | -10% | -20% | 0% | 0.0% | 4% | i | -11%
CCOC(=O)c1ccc(NC(=O)c2n[nH]c(=O)c3ccccc23)cc1 | i | -0.5 | 10% | ? | 0% | 4.2% | 5% | i | 1%
CC1CN(Cc2nc3c(c(=O)[nH]c(=O)n3C)n2CCCc2ccccc2)CC(C)O1 (configuration not stated) | i | 1.5 | -5% | -3% | 1% | -0.4% | -3% | i | -8%
O=C(NC1CCCCC1)N1CCN(C(=O)c2ccco2)CC1 | i | 1.9 | 23% | · | 3% | 0.1% | 9% | i | -2%
COc1ccc(Br)cc1/C=N/NC(=O)Cn1nnnc1N | i | -0.9 | ? | ? | 2% | 0.8% | 0% | i | -50%
COc1ccc(N2CCN(c3nc(=S)n(-c4ccccc4)c(C)c3C(C)=O)CC2)cc1 | i | -6.7 | -9% | 5% | 2% | -0.1% | 15% | i | -10%
CCOC(=O)c1cccc(NC(=O)CSc2nnc(COc3ccccc3)n2CC)c1 | i | -1.6 | -22% | ? | -1% | -0.6% | -2% | i | -36%
COCCNc1nnc(SCC(=O)NC(=O)c2ccc(Cl)cc2)s1 | i | -1.6 | -8% | 5% | 2% | 0.3% | 3% | i | -1%
O=C(NNc1ccc(F)cc1)c1c(F)cccc1Cl | i | -2.8 | -14% | -14% | 0% | 0.2% | -13% | i | 1%
O=C(Nc1ccc2ccccc2c1)c1cccc(F)c1 | i | 1.6 | 1% | ? | -4% | 16% | 4% | i | -13%
COc1ccc(N(CC(=O)N/N=C/c2ccc(C(=O)O)cc2)S(=O)(=O)c2ccc(NC(C)=O)cc2)cc1 | i | 0.1 | 12% | 19% | 1% | -0.8% | 0% | i | -2%
COc1ccc(CNC(=O)Cn2c(SCC(=O)N(C)c3ccccc3)nc3ccccc32)cc1 | i | · | -8% | · | · | 4.7% | 1% | · | 0%
COc1ccc(S(=O)(=O)N2CCN(C(=O)C3CCCO3)CC2)cc1 (configuration not stated) | i | -0.1 | -29% | 10% | 1% | -0.2% | -3% | i | -4%
COc1ccccc1C(=O)NNC(=O)c1cccc(O)c1 | i | 1.2 | 12% | ? | 0% | 12% | 0% | i | -26%
Cc1ccccc1OCc1ccc(-c2nc(C#N)c(NCc3cccnc3)o2)o1 | ? | · | ? | 12µM* | · | -0.3% | 11% | · | -36%
O=S(=O)(c1ccc(Cl)cc1)c1nc(-c2cccs2)oc1SCc1ccc(F)cc1 | i | · | 6% | -13%[9.27 µM] | · | 0.1% | 1% | · | -1%
CC(Sc1n[nH]c(-c2cccs2)n1)C(=O)N1CCCC1 (configuration not stated) | i | -1.8 | -2% | 13% | -1% | 3.6% | 0% | i | 3%
COc1ccc2nc(N3CCCC3)[nH]c2c1 | i | 0.9 | -30% | ? | -1% | 0.7% | -16%[1.84 µM] | i | -4%
Cc1ccc(S(=O)(=O)NCC(=O)N(CC(=O)NC(C)(C)C)Cc2cccs2)cc1 | i | 2.5 | ? | -7% | -1% | -0.5% | -1% | i | -10%
CC(C)OCCCNC(=O)c1ccc(Cn2c(=O)c3cccn3c3cccnc32)cc1 | · | · | -8% | 7% | · | 0.4% | 4% | · | -8%
COc1cc(NC(=O)C2CCN(S(=O)(=O)c3cccs3)CC2)c(C(=O)O)cc1OC | ? | 0.5 | -13% | · | · | -1.1% | · | i | 2%
CCc1ccc(CNC(=O)c2ccc(OC3CCN(C(C)=O)CC3)c(OC)c2)nc1 | i | -1.4 | -14% | -10% | -3% | 0.1% | 1% | i | 9%
CCn1c(NC(=O)c2cccs2)c(-c2cccs2)c(=O)c2ccccc21 | i | -3.4 | 0% | 2% | -1% | -0.7% | · | i | 3%
Cc1ccc(C)c(Nc2ncccc2C(=O)NCc2cccs2)c1 | i | 1.6 | 0% | ? | -1% | 3.2% | ? | i | 0%
CSc1oc(-c2cccs2)nc1S(=O)(=O)c1ccccc1 | i | -2.6 | -4% | -15% | ? | 3.0% | 2% | i | -2%
CCOC(=O)N1CCC(N(CCOC)C(=O)Nc2ccc(Cl)c(Cl)c2)CC1 | i | -0.4 | -14% | ? | -1% | 0.1% | -11% | i | -35%
CCOC(=O)C1CCN(C(=O)CCc2nnc3ccc(N4CCC(C)CC4)nn23)CC1 | i | -1.0 | 10% | 4% | -4% | -0.1% | -1% | i | 0%
Brc1cc2c(cc1C1OCCO1)OCO2 | i | -1.4 | 6% | 10% | · | 0.1% | 9% | i | 3%
Cc1cc2nnc(SC(C)C#N)n2c2ccccc12 (configuration not stated) | i | 2.2 | -3% | 2% | -11% | 2.6% | 2% | i | -10%
COc1ccc(C(C#N)N2N=C(C)CC2(C)C)cc1 (configuration not stated) | i | -1.1 | -3% | -4% | 0% | 0.1% | 0% | i | -5%
COc1cc(-c2[nH]ncc2CN2CCCC2c2nonc2C)cc(OC)c1OC (configuration not stated) | i | 0.2 | 15% | -4% | -1% | 3.8% | -15% | i | -5%
COc1ccc(C2CC(C(F)(F)F)n3nc(C(=O)NCCN4CCOCC4)cc3N2)cc1 (configuration not stated) | i | -0.9 | -7% | -20% | 0% | -0.4% | -3% | i | 9%
CCNc1oc(COc2cccc(C)c2)nc1C#N | ? | 2.9 | -1% | ? | 2% | 8.7% | 6% | i | 3%
CC(C)(C)c1ccc(C(=O)Nc2cccc3c(=O)[nH][nH]c(=O)c23)cc1 | · | -3.9 | -10% | ? | -2% | 0.1% | 5% | i | 17%
N/C(CN1CCCCC1)=N\S(=O)(=O)c1cc(Cl)cc(Cl)c1 | i | -0.3 | 16% | -11% | 1% | -0.4% | 3% | i | 51%
CCCOc1ccc(/C=N/NC(=O)C(C)Sc2ccccn2)cc1OCC (configuration not stated) | i | -1.5 | 6% | -9% | 1% | 4.8% | 4% | i | 9%
COc1ccc(S(=O)(=O)c2cn(Cc3ccccc3)c3cc(N4CCCC4)c(F)cc3c2=O)cc1 | · | · | -26% | 24% | · | 0.4% | 14% | · | -9%
CCc1noc(C)c1C(=O)N1CCOCC1 | i | -3.2 | 2% | 16% | 0% | -0.1% | 0% | i | 0%
c1coc(CNc2nc(-c3ccncc3)cs2)c1 | i | 0.1 | 2% | -6% | 1% | 7.1% | 1% | i | -7%
COc1ccccc1N1CCN(C(C)C(=O)N2CC(C)OC(C)C2)CC1 (configuration not stated) | i | 0.3 | 0% | -2% | -7% | -0.9% | -1% | i | -1%

The order is random. About 4.4% of those tested had a hit in this group.
